Screening results (PubChem)
AMA1 RON2 block: qHTS for Inhibitors of AMA1-RON; Towards Development of Antimalarial Drug Lead: Primary Screen | Plasmodium falciparum AMA1 (3D7) - RON2 peptide interaction | AlphaScreen AMA1-biotinylated RON2 peptide binding | Potency, µM (highest dose often 58.2 µM), without a hit: at the highest dose activity change, negative = inhibition, hits mostly inhibitors | actives 0.2% (n = 360,000) | AID 720542, 2013; active means well fitted inhibition curve with a large enough effect; inconclusive means small, poorly fitted or top-dose-only effect; inactive means no such curve, though single readings can be large or run the other way;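 further: potency means the concentration at half of the fitted maximal effect; 0% = vehicle wells and -100% = peptide control; nearly all actives have a fitted effect of over 45% in size; some results filed as inactive show a strong effect at the top dose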
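AMA1 (3D7) with his tag at 25 nM final met compounds first, then biotinylated RON2 peptide at 25 nM; detection used donor plus acceptor beads, 10 µg/mL apiece, read by AlphaScreen after 30 min at room temperature.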
HCMV inh: qHTS Assay for inhibitors of the human cytomegalovirus (HCMV); HFF cells, HCMV-luciferase reporter, 72 h; active compounds read low; activity change, negative = inhibition, % at 57.5 µM; actives 4.5% (n = 410,000); in the data active means activity change below about -60%; inconclusive means no clear call, values can overlap the other calls; inactive means above about -39%
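Steps: HFFs plated, 16 h 37C; compounds added; HCMV-luciferase added to MOI 1 PFU/cell; 72 h 37C; OneGlo reagent, 5 min room temperature; luminescence read, normalized to controls.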
Numbers without * were called inactive; ? = inconclusive; [ ] = another dose, or the depositor's remark. Unless noted, on the % scale 0 is the no-effect control and ±100 the full control effect. An excerpt, so the mix of outcomes need not match the whole.

Screens in order: AMA1 RON2 block, HCMV inh
1) CCCCCCN1CCN(C2CN(Cc3cn(CCCC(=O)OC)nn3)S(=O)(=O)C2)CC1 (centres undefined)
    -12.5%, 2.5
2) CCCCn1nnnc1C(CCSC)N1CCC(n2c(=O)[nH]c3ccccc32)CC1 (centres undefined)
    -8.5%, -22.2
3) O=C(NCc1ccc(Cl)c(Cl)c1)C1CCCC1
    6.9%, -3.3
4) COc1ccc(C(C)(O)c2nc(-c3ccc(C)c(C)c3)cs2)cc1 (centres undefined)
    5.7%, 2.9
5) Cc1ccc(S(=O)(=O)N2CCC(C(=O)OCC(=O)N3C(C)CCCC3C)CC2)cc1C (centres undefined)
    -8.6%, -23.2
6) O=c1ccn([C@@H]2O[C@H](CNS(=O)(=O)C3CC3)[C@@H](O)[C@H]2O)c(=O)[nH]1
    -3.9%, 20.8
7) Clc1ccccc1C1=NCc2nncn2-c2sc(Br)cc21
    2.6%, 66.7
8) O=C(OCc1ccccc1)N1CCCC2CC1c1ccccc12 (centres undefined)
    0.6%, -0.4
9) Cc1ccc(S(=O)(=O)N2[C@@H](Cc3ccccc3)CO[C@H]2CC(=O)OCc2ccccc2)cc1
    0.0%, 4.4
10) Cc1ccc(C)c(NC(=O)C2(C)CCN2C(=O)C(C)C)c1 (centres undefined)
    10.2%, 69.3
11) COc1ccc(CN2C(=O)C(CC(=O)NCCN3CCOCC3)CC(C(=O)N3CCOCC3)=C2C)cc1 (centres undefined)
    -1.6%, 20.6
12) CC(C)(C)c1ccc(S(=O)(=O)NC(=O)C2(C)CCN2C(=O)CC2CCCC2)cc1 (centres undefined)
    -4.3%, -22.3
13) CCOc1ccc(NC(=O)C2CC3CCC2C3)cc1 (centres undefined)
    4.2%, 36.1
14) NC(=O)c1cccc(-c2ccnc3c2CC(C(=O)NCc2cccc(Cl)c2)O3)c1 (centres undefined)
    -9.1%, -22.2
15) CON=C(C(=O)NC1C(=O)N2C(C(=O)O)=C(CSc3nc(=O)c(=O)[nH]n3C)CSC12)c1csc(N)n1 (centres undefined)
    106.4%[activator], -5.8
16) Cc1cc2nc(-c3ccc(Cl)cc3)c(CC(C)(C)C)n2c(C)c1Br
    -3.0%, 32.6
17) CCOC(=O)C1CCCN(C(=O)c2ccc3sccc3c2)CC1 (centres undefined)
    2.4%, -26.1
18) CN1CCn2cnc(C(=O)NCC(=O)OC(C)(C)C)c2C1=O
    2.9%, -15.1
19) CN1C(=O)c2ccccc2CC12c1ccccc1C(=O)N2C (centres undefined)
    12.6%, 36.5
20) O=C(NCC1CC1)NC(=O)c1ccccc1F
    0.0%, 21.8
21) Cc1cnc(N=Nc2ccccc2)[nH]1
    3.9%, -30.8
22) CC(O)C(NS(=O)(=O)c1ccc2ccccc2c1)C(=O)OCC(=O)Nc1ccccc1OC(F)F (centres undefined)
    0.4%[11.6 µM], -3.0
23) CC(C)(OOC1(c2ccccc2)NC(=O)c2ccccc21)c1ccccc1 (centres undefined)
    -12.9%, 0.0
24) CC1(C(=O)NCCC(F)(F)F)Cc2c(-c3cccc(C(N)=O)c3)ccnc2O1 (centres undefined)
    34.3%[activator], 65.8
25) CC(C)C[C@H]1CNC(=S)N1C[C@H]1CCCN1C[C@H](Cc1ccc(O)cc1)N1C[C@H](CC(C)C)N(CCc2ccccc2)C1=S
    5.1%, -25.2
26) COc1ccc(NC(=O)c2sc(=O)n(Cc3ccc(SC)cc3)c2C)cc1OC
    -13.7%, 70.3
27) COCCCn1cc(CN2CC(N3CCN(C)CC3)CS2(=O)=O)nn1 (centres undefined)
    3.7%, -30.3
28) CCc1nc2ccc(C(=O)N3CCN(S(=O)(=O)CC)CC3)cn2c1N(CC)CCOC
    -0.6%, -5.0
29) Cc1cc(F)cc(-c2cc(C(=O)NCc3ccccn3)[nH]n2)c1
    73.8%[activator], -6.9
30) COCCN(C(=O)CSc1nnc(-c2ccccc2F)o1)c1c(N)n(Cc2ccccc2)c(=O)[nH]c1=O
    -4.0%, 19.9
31) COc1ccc(C=NNC(=O)CCCC(=O)NN=Cc2ccc(OC)c(O)c2)cc1O
    44.2%[activator], -68.8*
32) COc1ccc(C=C(NC(=O)c2ccccc2)C(=O)O)cc1OC
    13.7%, -13.6
33) CN(Cc1cnc2nc(N)nc(N)c2n1)c1ccc(C(=O)NC(CCC(=O)O)C(=O)O)cc1C(F)(F)F (centres undefined)
    2.5%, -96.8*
34) CN(C)C(=O)c1ccc(SC(=S)NCc2ccccc2)cc1
    -3.9%, -26.0
35) C#CCNC(=O)C[C@@H]1C[C@@]2(C(=O)OC)CCCCC=C2N(Cc2ccc3c(c2)OCO3)C1=O
    -4.9%, 26.5
36) COCCN(C(=O)COC(=O)C1CCCCC1)c1c(N)n(Cc2ccccc2)c(=O)[nH]c1=O
    2.2%, -9.8
37) Oc1ccccc1C=NN=CC=Cc1ccccc1
    14.0%, -4.1
38) CCCCNC(=O)c1c(CSc2ccc(Cl)cc2)noc1C(=O)NCc1ccccc1
    22.4%, -15.1
39) COc1ccccc1CNC(=O)C1(C)CCCCN1C (centres undefined)
    15.6%, -2.3
40) O=C(NCc1ccccn1)[C@@H]1CCCN1C(=O)[C@@H]1CCCN1C(=O)c1c(F)cccc1F
    8.5%, -5.2
41) CCOC(=O)CCC(NC(=O)c1ccc(CNc2nc3cc(C(F)(F)F)ccc3nc2C(=O)OCC)cc1)C(=O)OCC (centres undefined)
    -22.5%, 19.5
42) C=CCC[C@@H](CCCCC)OC(=O)/C=C/[C@@H](O)[C@H](O)C[C@@H](O)CC=C
    -12.1%, -17.2
43) C=CCNc1nc(NCCOC)c2sc(-c3ccccc3)cc2n1
    -5.4%, -29.8
44) CC1(C(=O)NS(=O)(=O)Cc2cccc(Cl)c2)CCN1C(=O)Cc1ccccc1 (centres undefined)
    7.7%, 0.8
45) CCn1cc(/C=C(\NC(=O)c2ccccc2OC)C(=O)NCCN2CCOCC2)c2ccccc21
    8.1%, -6.2
46) CN(Cc1ccccn1)C(=O)c1cc(COc2ccc(F)cc2Cl)on1
    -4.2%, -30.1
47) COc1cc2c(c(OC)c1OC)-c1ccc(NCc3ccccc3)c(=O)cc1C(NC(C)=O)CC2 (centres undefined)
    15.8%, -80.4*
48) COc1ccc(-c2ccc(C(=O)NCc3ccccc3)c3occc23)c(C)c1
    -4.4%, 10.3
49) CC(=O)Oc1ccc2ccc3ccc(C(C)=O)cc3c2c1
    3.5%, 2.9
50) O=C(C(O)c1ccccc1)N1CCN(S(=O)(=O)c2ccc(OC(F)(F)F)cc2)CC1 (centres undefined)
    -1.6%, -11.9
51) O=C(CSc1nnc(-c2ccc(F)cc2)o1)Nc1ccccc1N1CCOCC1
    0.6%, -13.1
52) COCCC(=O)N1CCOCC1c1cc(C(=O)Nc2ccccc2)no1 (centres undefined)
    6.9%, -1.5
53) CCOC(=O)Cc1csc(NC(=O)c2c(C)noc2C)n1
    14.7%, -99.2*
54) CCc1cccc(C)c1NC(=O)COC(=O)Cc1ccccc1
    -4.7%, -3.8
55) CCOC(=O)C[C@H]1c2ccc(C(F)(F)F)cc2S(=O)(=O)N1c1ccccc1
    24.1%, -27.9
56) COc1ccc(CNC(=O)[C@@H]2CC=C[C@@H]3CCN(Cc4ccc(Cl)c(Cl)c4)C(=O)[C@@H]32)cc1
    -2.9%, -6.7
57) CC(C)(C)n1nnnc1C(C1CC1)N1CCC(n2c(=O)[nH]c3ccccc32)CC1 (centres undefined)
    3.7%, -10.2
58) CC12CCC(=O)C=C1CCC1C2C(O)CC2(C)C1CCC2(O)C(=O)COC(=O)COCC(=O)O (centres undefined)
    4.0%, -2.6
59) FC(F)(F)c1ccc(-c2cccc3c2C2CC3CCN2C(=S)NCCc2ccccc2)cc1 (centres undefined)
    4.2%, 1.3
60) O=C(c1cn(-c2ccccc2)nc1-c1ccncc1)n1nnc2ccccc21
    0.0%, 28.1

Following part
Screens in order: AMA1 RON2 block, HCMV inh
61) Cc1ccc(F)cc1C(=O)N1CCCC(c2cc(C(=O)Nc3ccccc3)no2)C1 (centres undefined)
    -4.1%, -12.4
62) N#CC1C=Cc2c(ccc3ccccc23)N1C(=O)c1ccccc1 (centres undefined)
    -2.3%, -82.9*
63) CCOC(=O)[C@]12CCC=C1N(Cc1ccc3c(c1)OCO3)C(=O)[C@H](CC(=O)NCc1ccccc1)C2
    35.1%[activator], 13.2
64) Cc1nn(-c2ccccc2)c(C)c1NC(=O)COC(=O)c1ccc(NC(=O)CC#N)cc1
    12.5%, -67.9*
65) COC1=CC(=O)OC(c2cccc(C#N)c2)C1 (centres undefined)
    1.5%, -27.5
66) CCCNC(=O)C1(C)CCN(C(=O)c2cccc(Cl)c2)C1 (centres undefined)
    1.1%, -1.4
67) COc1ccccc1CNC(=O)C1(C)CCN1C(=O)C1(c2ccccc2)CC1 (centres undefined)
    -2.0%, -25.1
68) CCCN(C)C[C@@H]1OCCCC[C@@H](C)Oc2ccc(NC(=O)c3ccccc3)cc2C(=O)N([C@H](C)CO)C[C@@H]1C
    6.6%, -28.5
69) OC(c1ccccc1)(c1nc(-c2ccccc2)cs1)C(F)(F)F (centres undefined)
    18.6%, -24.4
70) CCOC(=O)C(=O)Cc1cccnn1
    ?, -1.0
71) COc1ccc(Br)cc1C=NNS(=O)(=O)c1ccc(C)cc1
    -8.0%, -39.8
72) COc1ccc(NC(=O)/C(N=Nc2cccc(S(=O)(=O)Nc3ccc(SC(F)F)cc3)c2)=C(\C)O)cc1
    -7.5%, -70.6*
73) Cc1cc(C)cc(CC(=O)N2CCC2(C)C(=O)NS(=O)(=O)c2cccc(OC(F)F)c2)c1 (centres undefined)
    -4.5%, 1.2
74) O=C(Nc1ccccc1)c1cc(C2CCCCN2C(=O)CCc2ccccc2)on1 (centres undefined)
    2.5%, 12.2
75) C[C@@H]1Cn2cnc(C(=O)N[C@@H](C)C(=O)OC(C)(C)C)c2C(=O)N1
    4.4%, -3.4
76) OC[C@H]1O[C@@H](c2nc(-c3nc(-c4ccc(F)cc4)no3)cs2)[C@H](O)[C@@H]1O
    14.1%, 62.9
77) CCNC(=O)C1(C)CCCN(Cc2ccc3ccccc3c2Br)C1 (centres undefined)
    0.8%, -25.5
78) COC(=O)C1=C(c2ccccc2)C[C@@H]2CC[C@H]1N2C(=O)NCC1CC1
    7.2%, 14.3
79) CC1CCCN(CCC(=O)c2ccccc2)C1 (centres undefined)
    5.0%, -24.2
80) OCCOCCn1c(C(CO)Nc2nc(-c3ccc(Cl)cc3)cs2)nc2ccccc21 (centres undefined)
    31.4%[activator], 85.5
81) CN(C)c1ccc(C=C2C=C(c3ccccc3)OC2=O)cc1
    8.91µM*, -36.9
82) Cc1ccccc1C(=O)NC1CC2CCCC(C1)N2Cc1ccccc1Cl (centres undefined)
    -12.2%, -20.1
83) CCOC(=O)C1Nc2ccc(C(F)(F)F)cc2C2c3ccccc3CC12 (centres undefined)
    -0.7%, 64.3
84) O=C1NC[C@@H](CCCCN2C[C@H](Cc3ccc(O)cc3)N(CCc3ccccc3)C(=O)C2=O)N(Cc2ccccc2)C1=O
    -11.9%, -11.1
85) O=C1NC[C@H](CCCCN2CCN(Cc3ccccc3)C(=O)C2=O)N(CCC2CCCCC2)C1=O
    2.8%, -9.2
86) Cc1ccc(NC(=O)N(C2=NCC(C)S2)c2ccccc2)cc1 (centres undefined)
    -4.7%, -23.5
87) COC(=O)/C=C1\OCc2cc(OC)c(OCc3ccccc3)cc21
    5.3%, 76.0
88) CCOC(=O)c1c(NC(=O)CSc2nnc(-c3ccc(Cl)cc3)o2)sc2c1CCC2
    -7.9%, -37.9
89) CCOC(=O)C1CCN(C(=O)COC(=O)c2cccc(NS(=O)(=O)c3ccccc3)c2)CC1
    6.3%, 7.1
90) O=C(O)c1cc([N+](=O)[O-])ccc1-c1ccc([N+](=O)[O-])cc1C(=O)O
    -0.2%, 4.6
91) O=[N+]([O-])c1cccc2[nH]ncc12
    5.2%, -34.9
92) Cc1oc(-c2ccccc2)nc1C(=O)OCC(=O)NCc1ccc(F)cc1
    0.0%, 10.0
93) CNC(=O)C1CN(C(=O)c2nn(Cc3ccccc3)c(=O)c3ccccc23)c2ccccc2O1 (centres undefined)
    -2.8%, -3.6
94) Nc1ccc2c(c1)Cc1cc(N)c(Br)cc1-2
    ?, 72.4
95) CN1Cc2cnnn2-c2ccccc2C1C#N (centres undefined)
    0.4%, -63.5*
96) O=C(CCCN1C(=O)c2cccc3cccc(c23)C1=O)OCC(=O)N1CCCCC1
    11.2%, ?
97) COc1cccc(CN2CCN(C(=O)c3ccco3)CC2)c1OC
    -1.2%, -11.7
98) CC1=C(N2CCN(c3ncccn3)CC2)CCC1=O
    2.6%, 3.6
99) CCOC(=O)C1CCCN(C(=O)c2cc(F)ccc2C)CC1 (centres undefined)
    1.2%, 16.3
100) CCC(=O)N1CCC(C)(C(=O)Nc2ccc3c(c2)OCCO3)C1 (centres undefined)
    -0.9%, 23.8
101) Clc1cccc(Cc2c(C3CCCCC3)nc3c4ccccc4ccn23)c1
    2.0%, 73.0

Numbers 99 through 101, quoted:
Screens in order: AMA1 RON2 block, HCMV inh
99) CCOC(=O)C1CCCN(C(=O)c2cc(F)ccc2C)CC1 (centres undefined)
    1.2%, 16.3
100) CCC(=O)N1CCC(C)(C(=O)Nc2ccc3c(c2)OCCO3)C1 (centres undefined)
    -0.9%, 23.8
101) Clc1cccc(Cc2c(C3CCCCC3)nc3c4ccccc4ccn23)c1
    2.0%, 73.0
